Assay outcomes: PubChem BioAssay, several laboratories
CRFBP-R2 agonist: agonists of CRF-BP/CRF-R2 complex, primary screen, cell-based, HEK293, calcium dye fluorescence, uHTS; calcium dye fluorescence (FLIPR); percent of saturating CRF peptide response; activation, % at 13.2 µM; hit rate 0.46% among 350,000; CRF-binding protein / CRF receptor 2 complex (human); AID 588473, 2011;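 active means activation of at least 50%, plus an integration ratio under a set limit after plate pattern correction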;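 further: plate controls were neutral control wells without compound for no effect and CRF at EC100 for full effect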
CHRM4 agonist: human M4 muscarinic receptor agonists, primary screen, CHO-K1 cells, Fluo-8 calcium fluorescence; AID 624127, 2012; Muscarinic acetylcholine receptor M4 (Homo sapiens), P08173; activation, % at 3 µM; hit rate 0.14% among 360,000; CHO-K1 hM4/Gqi5; vehicle 0%, full acetylcholine response 100%;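 active means activation above the run mean over all test wells plus 3 SD, cut at about 32% in these data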;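 further: peak over basal fluorescence ratio per well then scaled between controls; 0% = DMSO wells and 100% = acetylcholine at EC100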
Target sequence (P08173 whole entry, looked up): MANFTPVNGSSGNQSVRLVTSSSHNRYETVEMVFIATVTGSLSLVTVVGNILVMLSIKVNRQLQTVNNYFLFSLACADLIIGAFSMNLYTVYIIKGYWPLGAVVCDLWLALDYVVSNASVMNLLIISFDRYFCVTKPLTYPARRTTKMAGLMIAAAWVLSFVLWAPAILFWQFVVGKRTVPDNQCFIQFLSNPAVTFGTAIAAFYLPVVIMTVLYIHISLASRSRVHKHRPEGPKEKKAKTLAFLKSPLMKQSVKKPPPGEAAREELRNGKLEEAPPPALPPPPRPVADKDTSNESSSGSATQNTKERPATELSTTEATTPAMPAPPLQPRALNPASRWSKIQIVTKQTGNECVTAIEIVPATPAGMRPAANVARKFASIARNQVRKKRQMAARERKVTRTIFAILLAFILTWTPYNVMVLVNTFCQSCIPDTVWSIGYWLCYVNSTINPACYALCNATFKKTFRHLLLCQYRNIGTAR
M4 PAM: human M4 muscarinic receptor positive allosteric modulators, primary screen, CHO-K1 cells, Fluo-8 calcium fluorescence | CHO-K1 hM4/Gqi5, ACh EC20; 0% = ACh EC20, 100% = maximal ACh | activation, % at 3 µM | hit rate 0.4% among 360,000;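 active means activation above its plate's cutoff, the mean activation of sample wells plus 3 SD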; further: some results filed as inactive read as strong as hits
CHRM5 PAM: human M5 muscarinic receptor positive allosteric modulators, primary screen, CHO-K1 cells, Fluo-8 calcium fluorescence; activation, % at 3 µM; Muscarinic acetylcholine receptor M5 (Homo sapiens), P08912; hit rate 0.3% among 360,000; CHO-K1 hM5, ACh EC20 PAM; 0% = ACh EC20, 100% = ACh EC100;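 active means activation above the run cutoff, the mean activation of all test compounds plus 3 SD, cut at about 18% in these data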
Target sequence (P08912 whole entry, looked up): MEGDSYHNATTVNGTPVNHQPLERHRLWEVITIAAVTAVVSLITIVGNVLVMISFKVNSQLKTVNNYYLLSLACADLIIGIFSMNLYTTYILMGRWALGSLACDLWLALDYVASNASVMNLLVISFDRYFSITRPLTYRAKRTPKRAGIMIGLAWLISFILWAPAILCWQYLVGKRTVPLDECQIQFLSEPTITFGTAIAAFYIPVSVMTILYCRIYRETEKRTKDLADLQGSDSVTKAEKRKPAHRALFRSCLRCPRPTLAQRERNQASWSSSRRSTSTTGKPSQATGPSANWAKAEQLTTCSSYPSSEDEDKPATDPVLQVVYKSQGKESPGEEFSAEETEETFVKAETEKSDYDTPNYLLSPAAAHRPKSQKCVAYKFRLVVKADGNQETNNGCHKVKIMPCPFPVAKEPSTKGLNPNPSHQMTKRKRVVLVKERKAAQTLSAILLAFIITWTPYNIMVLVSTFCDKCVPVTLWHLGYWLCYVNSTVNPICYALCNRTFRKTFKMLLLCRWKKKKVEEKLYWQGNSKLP
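system = human M5 receptor in CHO-K1 cells | reagent = EC20 acetylcholine as agonist stimulus | compound dosing = single-point, 3 µM nominal | incubation = Fluo-8 loading 80 min at 37 °C plus 30 min room temperature | detection = Fluo-8 calcium dye fluorescence, kinetic read | benchmarks = low control EC20 acetylcholine (0%), high control EC100 acetylcholine (100%)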
CHRM5 agonist: human M5 muscarinic receptor agonists, primary screen, CHO-K1 cells, Fluo-8 calcium fluorescence. Muscarinic acetylcholine receptor M5 (Homo sapiens), P08912. CHO-K1 hM5 cells; 0% DMSO wells, 100% maximal acetylcholine response. activation, % at 3 µM. hit rate 0.19% among 360,000. AID 624037, 2012;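 active means activation above the run's mean over test compounds plus 3 SD, cut at about 23% in these data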;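 further: signal is peak over basal fluorescence ratio across the kinetic read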
M4 antag: human M4 muscarinic receptor antagonists, primary screen, CHO cells, Fluo-8 calcium fluorescence; hit rate 0.73% among 360,000; AID 624125, 2012; Muscarinic acetylcholine receptor M4 (Homo sapiens), P08173; CHO-hM4 cells, ACh EC80; inhibition, % at 3 µM;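 active means inhibition above its plate's cutoff, the mean inhibition of sample wells plus 3 SD, cut at about 27% in these data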;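 further: 0% = acetylcholine EC80 with DMSO and 100% = DMSO without agonist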
CHRM5 antagonist: human M5 muscarinic receptor antagonists, primary screen, CHO cells, Fluo-8 calcium fluorescence | Muscarinic acetylcholine receptor M5 (Homo sapiens), P08912 | CHO-hM5 cells, ACh EC80 | inhibition, % at 3 µM | hit rate 0.59% among 360,000 | AID 624040, 2012;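 active means inhibition above a per-plate cutoff, the mean of that plate's test compounds plus 3 SD, cut at about 27% in these data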;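 further: 0% = acetylcholine EC80 with DMSO and 100% = DMSO without agonist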
M1 antag: human M1 muscarinic receptor antagonists, primary screen, CHO-K1 cells, Fluo-8 calcium fluorescence, 1536-well; Muscarinic acetylcholine receptor M1 (Homo sapiens), P11229; hit rate 1.3% among 360,000; inhibition, % at 3 µM; AID 588852, 2011; CHO-K1 hM1, ACh EC80 antagonist;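 active means percent inhibition above its own plate's cutoff, namely the mean of that plate's compound wells plus 3 SD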;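 further: peak over basal fluorescence ratio during 140 s after agonist addition; 0% = ACh EC80 plus DMSO and 100% = DMSO alone without agonist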
CHRM1 PAM: human M1 muscarinic receptor positive allosteric modulators, primary screen, CHO-K1 cells, Fluo-8 calcium fluorescence, 1536-well; Muscarinic acetylcholine receptor M1 (Homo sapiens), P11229; CHO-K1 hM1, ACh EC20; 0% = ACh EC20, 100% = maximal ACh; activation, % at 3 µM; hit rate 0.088% among 360,000; AID 588819, 2011; in the data active means activation above about 19%, passing the limit was not always enough
* = called active by the depositor; nt = not tested or not shown.

CHRM5 agonist	M1 antag	CHRM4 agonist	CHRM5 antagonist	CHRM5 PAM	CHRM1 PAM	M4 PAM	M4 antag	CRFBP-R2 agonist	structure
-3	-6	1	5	-4	9	12	-3	-0.5	COc1ccccc1NC(=O)COc1ccc(/C=N/NC(=O)CSCc2ccc(Cl)cc2)cc1
4	-10	5	0	6	3	8	1	-0.2	CCOc1cccc(-c2c(C(=O)N/N=C(\C)c3cccnc3)nnn2-c2nonc2N)c1
1	-14	3	9	0	8	2	4	1.2	CN(c1ccc(C(=O)Nc2ccc(CC#N)cc2)cc1)S(C)(=O)=O
-3	11	0	1	4	0	-3	5	-1.2	Cn1nc([N+](=O)[O-])nc1Sc1nnnn1-c1cccc(C(=O)O)c1
-1	1	1	2	-3	6	1	-3	-4.9	CN(C)S(=O)(=O)c1ccc(C(=O)Nc2ccccc2F)cc1
10	-11	7	6	-5	2	-4	1	-2.3	Cc1ccccc1Nc1c(C)c(C)nc2ncnn12
-2	9	0	-6	-8	-2	16	2	1.0	Nc1ccc(NC(=O)c2ccccc2)c2c1C(=O)c1ccccc1C2=O
-4	9	1	11	-1	-2	-1	8	0.8	CC(C)N(Cc1ccccc1)C(=O)CSc1nccn1C
1	-16	0	8	4	26	1	-7	-0.3	COc1cc(COC(=O)c2cnc(C)cn2)c(OC)cc1Br
2	-5	4	4	1	1	0	-5	0.8	O=C(/C=C/c1ccccc1)NCCS(=O)(=O)N1CCN(c2ccccc2)CC1
-3	5	2	-3	0	1	3	-7	-0.7	Cc1nn2c(=O)cc(CSc3ccccc3NC(=O)c3ccccc3F)nc2s1
-10	3	-2	2	-4	0	-11	5	2.6	CC1=C/C(=N\NC(=S)NCCc2ccccc2)CC(C)(C)C1
-6	0	3	9	-10	2	-4	1	0.8	Cc1ccc(Nc2ncnc3c2nnn3Cc2ccccc2)cc1
0	-8	1	3	-6	5	3	-5	-0.9	CC(C)Cn1nc(NC(=O)C(C)(C)C)c2cc3ccccc3nc21
3	-8	2	4	-14	1	8	0	-2.6	COCCNC(=O)CSc1nc2ccccc2c(=O)n1CCCC(=O)NCc1ccccc1
-2	-12	6	0	-3	5	1	-22	nt	CC(C)Oc1cc(F)ccc1-c1cc(C(=O)NCc2cccnc2)[nH]n1
1	-11	1	3	3	10	-3	-6	-3.1	COc1cc(OC)c(NC(=O)CC(=O)Nc2cc(Cl)c(OC)cc2OC)cc1Cl
-9	-3	0	12	-5	4	7	10	-2.1	Cc1cc(NC(=O)CCC(=O)N(Cc2cccs2)C(C(=O)NC2CCCC2)c2ccncc2)no1 (centres undefined)
-1	-1	0	-10	0	4	3	-3	-0.7	C[C@H](CO)N1C[C@H](C)[C@@H](CN(C)C(=O)Nc2ccc3c(c2)OCO3)Oc2c(cccc2N(C)C)C1=O
-3	-16	9	12	-9	5	8	-1	-1.1	CCOc1cc(C=NNC(=O)c2cccc(S(=O)(=O)N3CCCC3)c2)ccc1O
1	4	7	-1	-3	-3	-6	-9	0.9	CCOC(=O)c1cn(-c2c(Cl)cccc2Cl)c2cc(Cl)c([N+](=O)[O-])cc2c1=O
-1	-2	3	3	-5	-6	7	1	-1.2	Cc1cc(C)c(S(=O)(=O)NCC2CCC(C(=O)NCc3ccc4c(c3)OCO4)CC2)c(C)c1 (centres undefined)
-18	19	3	15	-18	-13	-21	9	-6.9	CCOC(=O)C1=C(CC)Nc2ccccc2N=C1NC(=O)c1ccc(S(=O)(=O)N2CCCC2)cc1
-4	-25	0	15	2	17	3	-1	-3.3	COc1cc(OCc2ccccc2)c2c(CCC(=O)O)cc(=O)oc2c1
-5	-11	2	-8	4	9	3	-7	0.2	COC(=O)c1ccc(OCC(=O)c2ccc(C)c(C)c2)cc1
-5	8	1	5	2	-5	-1	4	4.4	COc1ccc(C(=O)Nc2nc(C)c(C)s2)cc1OC
-1	-11	0	-6	4	6	6	-13	-0.7	CCc1nn(C(C)C(=O)NC2CCCCCC2)c(=O)c2cc3occc3n12 (centres undefined)
-5	-3	0	9	-5	-1	-1	4	3.6	Cc1ccc(NC(=O)c2cccc3c2C(=O)N(C2CCCCC2)C3)c(C)c1
0	-7	0	12	-2	6	5	-5	0.8	CC(C)C(C(=O)O)N1C(=O)C2C3CCC(C3)C2C1=O (centres undefined)
2	-2	0	7	8	7	7	2	-1.6	COc1cc(CCCN2CCNC[C@H]2Cc2ccc(O)cc2)cc(OC)c1OC

Overlap with the part before: 4 compounds, followed by the next part.
CHRM5 agonist	M1 antag	CHRM4 agonist	CHRM5 antagonist	CHRM5 PAM	CHRM1 PAM	M4 PAM	M4 antag	CRFBP-R2 agonist	structure
-1	-11	0	-6	4	6	6	-13	-0.7	CCc1nn(C(C)C(=O)NC2CCCCCC2)c(=O)c2cc3occc3n12 (centres undefined)
-5	-3	0	9	-5	-1	-1	4	3.6	Cc1ccc(NC(=O)c2cccc3c2C(=O)N(C2CCCCC2)C3)c(C)c1
0	-7	0	12	-2	6	5	-5	0.8	CC(C)C(C(=O)O)N1C(=O)C2C3CCC(C3)C2C1=O (centres undefined)
2	-2	0	7	8	7	7	2	-1.6	COc1cc(CCCN2CCNC[C@H]2Cc2ccc(O)cc2)cc(OC)c1OC
2	-3	1	6	-6	1	-2	2	nt	CCCNC(=O)C1(C)CCN(C(=O)c2cc(F)cc(F)c2)C1 (centres undefined)
-2	-10	1	2	-5	-3	-3	2	-2.2	COc1ccc(-c2nc(Cn3c(SCc4ccc(F)cc4)nc4ccncc43)c(C)o2)cc1OC
-3	-15	0	-8	-4	4	4	-4	0.3	O=C(Nc1ccccc1C(=O)O)c1cccc(F)c1
-4	-8	1	5	0	2	-4	3	-0.8	CCOCCCNC(=S)N(CCO)Cc1cc2cc3c(cc2[nH]c1=O)OCCO3
-1	3	3	8	-8	4	5	-2	1.2	O=C(N/N=C/c1ccc(O)cc1)c1cc(-c2ccc3c(c2)OCO3)n[nH]1
2	0	1	2	0	-1	8	8	3.2	Cc1ccc(NS(=O)(=O)c2ccc(C)c(C(=O)N3CCN(C)CC3)c2)cc1
0	2	0	1	-6	0	-4	7	0.0	O=C(O)CCn1c2c(c3ccccc31)CCCC2
-7	10	8	8	-13	-13	-6	-16	2.6	CCOc1ccc(S(=O)(=O)Nc2ccc(C(=O)NCC(c3ccco3)N3CCCCC3)cc2)cc1 (centres undefined)
2	-17	1	3	10	14	7	-9	-2.3	CN(C)S(=O)(=O)c1cccc(NC(=O)COC(=O)c2cc(=O)c3ccccc3o2)c1
-4	-7	1	-2	-5	4	4	-11	-0.1	Cc1[nH]c2ccccc2c1Cc1nnc(SCc2ccccc2)o1
-6	-3	1	-3	-1	4	0	2	0.9	O=C(Nc1ccc(N2CCOCC2)cc1N1CCOCC1)c1cccc([N+](=O)[O-])c1
-3	-7	1	-2	-1	4	-1	7	-0.7	C=CCN1CCN(C(c2cc(OC)ccc2OC)c2nnnn2CC2CCCO2)CC1 (centres undefined)
2	-1	6	1	-4	9	-3	8	0.3	Cc1c(Br)c([N+](=O)[O-])nn1C(C)C(=O)Nc1ccc2c(c1)OCO2 (centres undefined)
0	1	0	-2	-3	2	0	-3	-0.6	O=c1cnc2ccccc2n1Cc1ccccc1
0	-10	2	-7	8	1	7	-19	-1.5	CC(=O)N1CCN(C(=O)COC(=O)/C=C/c2ccccc2[N+](=O)[O-])CC1
2	nt	1	6	-4	nt	9	-8	nt	O=c1[nH]c2ccccc2nc1-c1nnnn1Cc1ccccc1
-1	-2	1	-1	-5	0	0	-5	-0.3	CN(C(=S)Nc1ccc(Oc2ccccc2)cc1)c1ccc(O)cc1
0	-10	3	-1	1	-2	1	-5	0.4	O=C1[C@H]2[C@@H](c3ccc(C(F)(F)F)cc3)N[C@]3(CCCN(Cc4ccccc4)C3=O)[C@H]2C(=O)N1Cc1ccccc1
0	-17	2	6	-13	8	-2	-9	1.3	O=C(CSc1nnnn1-c1ccc2c(c1)CCC2)NCc1cccs1
0	1	-1	-12	0	5	3	3	-6.2	Cc1nnc(-c2ccc(Oc3ccc(Br)cc3)c([N+](=O)[O-])c2)o1
4	-1	2	3	-1	5	-8	-3	1.5	O=C(NCc1cccnc1)c1ccc(Cl)c(S(=O)(=O)Nc2ccccc2C(=O)NCc2cccnc2)c1
-2	-13	2	-2	0	12	-5	9	-1.8	CCN(CCCNC(=O)C1CCC(=O)N1Cc1ccc(C)cc1)c1cccc(C)c1 (centres undefined)
0	8	1	4	-7	-5	4	-2	-1.9	CN1CCN(c2nc(-c3cc4ccccc4o3)cs2)CC1
0	-10	11	10	-11	1	3	0	-2.6	O=C(NCc1ccccn1)c1c(-c2ccccc2)sc2ccccc12
-1	-6	1	0	4	6	10	-11	1.6	NS(=O)(=O)c1ccc(NC(=S)N2CCC(O)CC2)cc1
4	1	-1	12	2	4	3	5	0.6	CCC(=O)Nc1cccc(C2=NOC3(C2)C[C@@H](C(N)=O)N(C(=O)COc2ccc(Cl)cc2)C3)c1 (some centres undefined)
-1	-9	1	1	1	9	0	3	nt	OC(c1ccc2ccccc2c1)c1ncc(-c2cccc3ccccc23)[nH]1 (centres undefined)
-6	-21	0	2	3	6	6	-6	-0.5	CC(C)c1ccc(Nc2nc(Cl)nc(NCCO)n2)cc1
1	2	1	-8	0	-3	3	-3	-0.5	COc1cc(NS(=O)(=O)c2cc(C(=O)N3CCN(C(C)=O)CC3)ccc2OC)cc(OC)c1
1	-8	0	12	-1	10	-5	7	-1.6	O=C1C=CC(=O)N1c1ccc(O)cc1

The list continues:
CHRM5 agonist	M1 antag	CHRM4 agonist	CHRM5 antagonist	CHRM5 PAM	CHRM1 PAM	M4 PAM	M4 antag	CRFBP-R2 agonist	structure
-1	-25	1	-3	5	5	1	2	12	COC(=O)c1ccccc1NC(=O)c1ccc(COc2ccc3c(c2)CCC3)cc1
-7	-4	0	-2	-5	6	5	-1	1.3	CCCCSc1nc2c(cnn2-c2ccc(Cl)cc2)c(=O)[nH]1
-3	-8	0	-13	8	10	1	-14	-0.3	Cc1cc(-c2ccccc2)nc(N(C)NC(=O)C2CC2)c1S(C)(=O)=O
0	-2	1	-5	1	4	4	-5	0.0	Cc1cc(NC(=O)C2CCCN(S(=O)(=O)c3c(C)noc3C)C2)no1 (centres undefined)
1	7	15	1	-11	-6	-4	-10	0.8	CN(c1ccccc1)S(=O)(=O)c1cccc(C(=O)NCC(=O)Nc2ccc(F)c(F)c2F)c1
-1	-37	0	4	-4	4	-3	-2	-1.1	CCOC(=O)C1CCN(c2c(NCc3ccc(C(=O)NCCC(C)C)cc3)c(=O)c2=O)CC1
